ASAP1 GAP inh = blocks human ASAP1-stimulated Arf1 GTP hydrolysis | Q9ULH1 | inhibition, % at 16.5 µM | 360,000 compounds, 0.19% hits | GDP FP detection; in the data active = inhibition above about 25%;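 also: 0% = vehicle with enzyme and substrate and 100% = no enzyme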
FXN GAA850 act = frataxin GAA850 promoter activation | HEK293 lucGAA850 FXN promoter luciferase reporter, 24 h; percent of 10 µM SAHA response | activation, % at 6 µM | 360,000 compounds, 0.56% hits | AID 540364;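 active = activation above the average of all compounds screened plus 3 SD, cutoff fixed separately per campaign, cut at about 7.5% in these data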;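 also: 0% = DMSO wells and 100% = 10 µM SAHA wells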
GC-B act = GC-B (human) receptor activation; HEK293-GC-B cells, CNP EC30, cGMP TR-FRET; 0% at EC30 CNP, 100% saturating CNP; activation, % at 10 µM; 370,000 compounds, 0.11% hits;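 active = activation at 10 µM reaching about 35% in either raw or pattern-adjusted values, limit read from the data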
ARFGAP1 inhibitor = inhibits rat ARF GTPase activating protein 1; Q62848; Arfgap1-stimulated ARF1 GTP hydrolysis, GDP FP detection; inhibition, % at 16.5 µM; 360,000 compounds, 0.26% hits; AID 651572;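 active = inhibition above a per-plate limit, mean inhibition of low control wells plus 3 SD, cut at about 25% in these data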;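 also: 0% = DMSO wells with enzyme and 100% = wells lacking Arfgap1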
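System: truncated rat Arfgap1 GAP domain / Medium: HEPES-based buffer, pH 7.5 / Also added: N-terminally truncated human ARF1-GTP substrate / Incubation: enzyme reaction 120 min at 25 °C after 20 min preincubation / Measured by: FP of antibody-bound GDP Alexa 633 tracer, ex 620/em 688 nm / Replicates: singlicate, each compound tested once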
sPLA2-III inh = Blocks human group III sPLA2 activity | Q9NZ20 | QFRET BODIPY PC-A2 liposome hydrolysis, fluorescence | inhibition, % at 12.2 µM | 370,000 compounds, 0.56% hits;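 active = inhibition above mean plus 3 SD of compounds lying within the high and low control bounds, cut at about 19% in these data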;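 also: 0% = median of test compound wells and 100% = no enzyme DMSO wells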
proKLK7 act = activates the human kallikrein-7 zymogen | P49862 | purified proKLK7, EDANS-DABCYL substrate fluorescence; 100% is mature enzyme control, 0% vehicle | activation, % at 7 µM | 370,000 compounds, 0.9% hits | AID 652039;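 active = activation above the mean of all tested compounds plus 3 SD, computed per campaign excluding outliers beyond control limits, cut at about 13% in these data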
rCAG binder = r(CAG) repeat RNA binding. inhibition, % at 3 µM. TO-PRO-1 dye displacement fluorescence. AID 651821. 370,000 compounds, 1.3% hits;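 active = inhibition above the plate cutoff, the mean of all test compounds on that plate plus 3 SD, cut at about 35% in these data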;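 also: 0% = DMSO alone and 100% = 100 µM mitoxantrone as full dye displacement; higher means more dye released from RNA so lower well fluorescence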
GC-A act = GC-A (human) enzyme activation | activation, % at 10 µM | 370,000 compounds, 0.14% hits | HEK293 GC-A cells, cGMP TR-FRET, EC30 ANP; 0% at EC30 ANP, 100% saturating ANP | AID 1671463 | P16066; in the data active = activation above about 40%
Target sequence (P16066 whole entry, looked up): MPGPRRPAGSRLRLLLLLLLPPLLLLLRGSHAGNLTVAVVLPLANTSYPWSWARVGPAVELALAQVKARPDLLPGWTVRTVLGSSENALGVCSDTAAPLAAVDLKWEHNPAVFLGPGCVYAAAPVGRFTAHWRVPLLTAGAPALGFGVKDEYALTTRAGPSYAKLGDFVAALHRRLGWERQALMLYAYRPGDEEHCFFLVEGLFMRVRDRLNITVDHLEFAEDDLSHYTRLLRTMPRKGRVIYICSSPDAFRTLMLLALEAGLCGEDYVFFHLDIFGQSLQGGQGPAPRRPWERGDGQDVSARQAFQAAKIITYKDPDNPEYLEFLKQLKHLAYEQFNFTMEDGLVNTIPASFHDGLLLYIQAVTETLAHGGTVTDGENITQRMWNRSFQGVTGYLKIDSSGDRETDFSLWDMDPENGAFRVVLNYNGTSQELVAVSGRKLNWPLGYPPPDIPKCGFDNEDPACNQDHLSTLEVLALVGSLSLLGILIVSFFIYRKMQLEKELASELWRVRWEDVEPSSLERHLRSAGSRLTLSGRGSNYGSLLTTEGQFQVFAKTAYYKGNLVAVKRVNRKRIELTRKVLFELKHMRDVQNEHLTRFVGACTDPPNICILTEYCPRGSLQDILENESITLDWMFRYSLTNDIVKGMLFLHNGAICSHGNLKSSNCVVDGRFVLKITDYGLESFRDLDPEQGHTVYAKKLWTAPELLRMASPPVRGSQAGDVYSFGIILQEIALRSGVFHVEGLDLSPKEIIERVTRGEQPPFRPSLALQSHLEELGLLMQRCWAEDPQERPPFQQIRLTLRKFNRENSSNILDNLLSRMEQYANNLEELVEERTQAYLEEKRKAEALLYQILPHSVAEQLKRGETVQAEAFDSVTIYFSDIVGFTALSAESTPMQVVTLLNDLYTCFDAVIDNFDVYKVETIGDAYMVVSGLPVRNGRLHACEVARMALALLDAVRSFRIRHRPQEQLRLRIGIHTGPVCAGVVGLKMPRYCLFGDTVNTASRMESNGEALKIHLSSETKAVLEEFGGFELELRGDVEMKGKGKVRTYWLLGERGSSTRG
ADAM10 inh = ADAM10 inhibition, QFRET primary screen | 370,000 compounds, 0.62% hits | recombinant ADAM10, EDANS/DABCYL FRET peptide cleavage, 3 h | AID 720582 | inhibition, % at 7 µM | O14672;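 active = inhibition above a per-campaign cutoff equal to the mean of compounds falling between control-based bounds plus 3 SD, cut at about 20% in these data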;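 also: 0% = DMSO wells while the 100% control is not disclosed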
Tn6 DDE FP = inhibitors of Tn6 peptide binding to human fibrin DD(E) | P02675 | Fibrin DD(E) TRITC-Tn6 fluorescence polarization displacement | inhibition, % at 8.3 µM | 370,000 compounds, 0.21% hits;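 active = inhibition above a per-campaign cutoff: mean of compounds within control limits plus 3 SD, cut at about 15% in these data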;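 also: 0% = median of all compound wells on the plate and 100% = blocking peptide control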
The depositor's hits bear a star; nt = no result given. The order is random (roughly 4.5% active in at least one column).

Molecule	ASAP1 GAP inh	FXN GAA850 act	GC-B act	ARFGAP1 inhibitor	sPLA2-III inh	proKLK7 act	rCAG binder	GC-A act	ADAM10 inh	Tn6 DDE FP
CCCCC(=O)NC(=S)NNC(=O)c1ccc(Cl)cc1Cl	-4	-0.6	1	0	1	0.3	2	0	5	-9
O=S(=O)(c1ccc(Cl)cc1)N1CCC2(CC1)CO2	3	-0.2	5	21	3	-0.5	-1	-1	-4	-2
CCOC(=O)N=Nc1c(O)n(CC(=O)OC)c2ccccc12	-4	3.0	5	5	0	-0.2	1	0	5	3
Cc1csc(SCC(=O)NC2CCCCC2)n1	-7	0.7	0	-14	4	0.5	-3	0	-2	-3
N#Cc1c2n(c3c(=O)n(Cc4ccccc4Cl)cnc13)CCCCC2	2	1.0	8	-4	1	0.5	3	10	-2	0
COc1ccc(NS(=O)(=O)c2ccc(O)c(C(=O)OCC(=O)NC(C)C3CC4CCC3C4)c2)cc1 (configuration not stated)	2	-1.5	0	4	-6	-0.4	6	-5	-5	-3
CCN(C(=O)COc1ccc(C)cc1OC)c1cccc2ccccc12	-2	1.1	-11	2	-15	0.3	-2	-27	-8	2
CC1CN(C(=O)COC(=O)CSc2ccc(C(N)=O)cc2[N+](=O)[O-])CC(C)O1 (configuration not stated)	-4	0.7	2	12	16	-0.3	4	1	2	-6
CC(C)Cn1c(N)c(C(=O)COC(=O)c2ccc3ccccc3n2)c(=O)n(C)c1=O	23	0.7	8	-6	-3	0.3	-3	6	3	1
CCOC(=O)C(NCCc1ccccc1F)(NC(=O)CC)C(F)(F)F (configuration not stated)	-9	1.7	2	5	8	0.7	-1	1	2	0
Cc1ccccc1NC(=O)NCC1CCCO1 (configuration not stated)	-2	-0.2	3	16	-2	0.4	1	3	0	4
CC(C)CC(=O)N=C1SC2CS(=O)(=O)CC2N1CCc1ccccc1 (configuration not stated)	-4	-0.8	1	18	8	-0.5	-3	-5	-9	2
CCN1C(=O)[C@H]2[C@@H](c3ccc(C)cc3)N3C(=O)N(c4ccc(C)cc4)C(=O)[C@@]3(Cc3ccccc3)[C@H]2C1=O	17	-6.6	4	10	-9	0.1	1	4	-3	0
CCc1ccccc1NC(=O)C1CCN(C(=O)c2ccc([N+](=O)[O-])cc2)CC1	7	2.5	3	0	3	0.7	-5	6	-6	6
CCOc1cc(/C=N/Nc2nc(C)cc(=O)[nH]2)ccc1O	-5	0.9	-3	0	6	-0.2	3	-12	-4	-5
CCOC(=O)c1c(S(=O)(=O)NCC(=O)NCc2ccc(C)cc2)c(C)n(C)c1C	0	1.5	-5	5	2	0.0	-3	-3	3	4
c1cnc2ccc(C(c3nnnn3C3CCCCC3)N3CCCCC3)cc2c1 (configuration not stated)	-10	6.4	-5	6	-2	0.2	-6	-8	4	0
O=C(OCCCN1CCCCC1)c1ccc(O)cc1	-13	1.0	1	5	1	-0.6	3	-9	-4	2
CCC1SC(CC)C(=O)N(CC(=O)NCc2ccc(F)cc2)C1=O (configuration not stated)	4	-1.2	4	0	-5	-0.1	-3	-1	4	3
CS(=O)(=O)c1ccc(C(=O)OC2CCOC2=O)cc1[N+](=O)[O-] (configuration not stated)	0	1.7	4	-3	4	0.0	2	5	-12	-3
COC(=O)c1cc2ccsc2n1Cc1nc(-c2ccc(OC)cc2)oc1C	12	3.7	-1	-2	-10	-0.3	0	-4	13	1
CC1CCCC(NC(=O)COC(=O)CCSc2ccccc2)C1C (configuration not stated)	11	-0.5	3	-5	-7	0.0	-10	-1	-1	-3
COc1cc2c(cc1OC)C(c1cc(Br)ccc1O)N(C(C)=O)CC2 (configuration not stated)	3	1.1	3	10	13	-0.8	-4	-1	-2	-5
CCOC(=O)c1ccccc1OCc1cc(/C=N/NC(=O)c2ccncc2)ccc1OC	11	-0.4	-2	0	-9	-3.0	0	4	0	-2
O=C(Nc1ccc(Cl)cc1)NC1CCCCC1	-6	4.2	-2	0	1	0.3	-2	1	-3	4
O=C(CCn1nc(-c2ccc(Cl)cc2)c2ccccc2c1=O)NCC1CCCO1 (configuration not stated)	-1	-1.3	-8	1	4	0.1	1	-13	-5	-5
O=C(NC1CCCC1)C(c1cccnc1)N(C(=O)c1csnn1)c1ccccc1Cl (configuration not stated)	3	2.0	-2	4	5	0.5	-1	-1	-5	-4
O=C(O)C1C2C=CC(C2)C1C(=O)NCCCN1CCOCC1 (configuration not stated)	-9	3.3	-1	-1	1	0.0	4	3	-2	-7
O=C(NCc1ccccc1Cl)c1ccc2sc([C@H]3C[C@H](O)[C@@H](CO)O3)nc2c1	-5	0.1	5	-14	10	0.3	0	0	-17	5
O=C(Nc1cc(S(=O)(=O)N2CCOCC2)ccc1N1CCOCC1)c1ccc(Cl)nc1	0	0.5	6	-2	-2	0.4	-2	-2	-2	1

3 of the compounds above, field by field.
> O=C(Nc1cc(S(=O)(=O)N2CCOCC2)ccc1N1CCOCC1)c1ccc(Cl)nc1
  ASAP1 GAP inh = 0	FXN GAA850 act = 0.5	GC-B act = 6	ARFGAP1 inhibitor = -2	sPLA2-III inh = -2	proKLK7 act = 0.4	rCAG binder = -2	GC-A act = -2	ADAM10 inh = -2	Tn6 DDE FP = 1
> O=C(NC1CCCC1)C(c1cccnc1)N(C(=O)c1csnn1)c1ccccc1Cl (configuration not stated)
  ASAP1 GAP inh = 3	FXN GAA850 act = 2.0	GC-B act = -2	ARFGAP1 inhibitor = 4	sPLA2-III inh = 5	proKLK7 act = 0.5	rCAG binder = -1	GC-A act = -1	ADAM10 inh = -5	Tn6 DDE FP = -4
> O=C(Nc1ccc(Cl)cc1)NC1CCCCC1
  ASAP1 GAP inh = -6	FXN GAA850 act = 4.2	GC-B act = -2	ARFGAP1 inhibitor = 0	sPLA2-III inh = 1	proKLK7 act = 0.3	rCAG binder = -2	GC-A act = 1	ADAM10 inh = -3	Tn6 DDE FP = 4

(listing goes on)
Molecule	ASAP1 GAP inh	FXN GAA850 act	GC-B act	ARFGAP1 inhibitor	sPLA2-III inh	proKLK7 act	rCAG binder	GC-A act	ADAM10 inh	Tn6 DDE FP
Cc1ccc2c(c1)COc1c3ccc(C(=O)N[C@@H](CO)C(C)C)cc3nn1-2	-8	5.3	10	-5	0	1.6	-5	8	-449	-1
COC(=O)c1ccc(NC(=O)CCc2c(C)nc3ncnn3c2C)cc1	7	-3.6	-3	2	3	-0.9	-4	-3	3	2
COc1ccc(CC(=O)Nc2sc(Cc3ccccc3)c(C)c2C(N)=O)cc1	13	-0.8	3	4	-7	0.0	8	3	-3	-2
COc1ccc(S(=O)(=O)N2CCOC2CNC(=O)C(=O)NCc2ccccc2OC)cc1 (configuration not stated)	6	-0.3	-1	-5	-2	0.4	-2	4	2	3
CC(C)(C)OC(=O)NCc1ccccc1/C=C/S(=O)(=O)NC1CCCC1	nt	nt	-8	nt	5	-0.1	1	-1	-7	-2
Cc1csc(NC(=O)c2ccc(Cl)nc2)n1	-9	2.0	7	2	-1	0.4	9	4	1	4
COC(=O)c1ccc(NC2=C(Cl)C(=O)OC2OC(=O)c2ccccc2)cc1 (configuration not stated)	-3	-1.4	-3	3	-25	-0.1	3	-5	-1	4
O=C(Nc1ccc2nc(-c3cccnc3)[nH]c2c1)c1ccccc1F	14	1.3	-1	3	2	-2.6	0	0	-13	-7
Cn1cc(CN2CCC(n3nccc3NC(=O)C3CCCC3)CC2)cn1	3	-1.5	1	7	1	0.4	-3	3	-9	0
O=S(=O)(Cc1cc(-c2ccc(Cl)cc2)no1)c1ccccc1	-2	2.9	-7	-8	-10	-0.1	-4	3	2	6

Shown as labelled records: part of the list above.
Cc1ccc2c(c1)COc1c3ccc(C(=O)N[C@@H](CO)C(C)C)cc3nn1-2
  ASAP1 GAP inh: -8	FXN GAA850 act: 5.3	GC-B act: 10	ARFGAP1 inhibitor: -5	sPLA2-III inh: 0	proKLK7 act: 1.6	rCAG binder: -5	GC-A act: 8	ADAM10 inh: -449	Tn6 DDE FP: -1
COC(=O)c1ccc(NC(=O)CCc2c(C)nc3ncnn3c2C)cc1
  ASAP1 GAP inh: 7	FXN GAA850 act: -3.6	GC-B act: -3	ARFGAP1 inhibitor: 2	sPLA2-III inh: 3	proKLK7 act: -0.9	rCAG binder: -4	GC-A act: -3	ADAM10 inh: 3	Tn6 DDE FP: 2

Additional structures
Molecule	ASAP1 GAP inh	FXN GAA850 act	GC-B act	ARFGAP1 inhibitor	sPLA2-III inh	proKLK7 act	rCAG binder	GC-A act	ADAM10 inh	Tn6 DDE FP
COc1ccc(/C=C2\CCn3c2nc2cc(C(=O)O)ccc2c3=O)cc1OC	9	1.8	4	6	-4	0.8	3	1	-9	2
COc1ccc(NC(=O)c2cc([N+](=O)[O-])ccc2N2CCCCC2)cc1	-5	-1.2	0	9	4	-0.3	-2	-5	6	2
NNC(=O)C(=O)Nc1ccc(O)cc1	-2	3.2	7	7	-6	0.2	-1	-3	5	-5
CC1CCCC(NC(=O)c2ccc3snnc3c2)C1C (configuration not stated)	-9	3.1	3	1	1	-0.2	0	1	-3	7

Screens (PubChem)
